IEC-6 cytotox: IEC-6 cytotoxicity, counter-screen for KLF5 inhibitors | inhibition, % at 5 µM | 290,000 compounds, 0.78% hits | luminescence viability; in the data active means inhibition above about 22%;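 further: 0% = plate median of test compound wells and 100% = cytotoxic reference compound wells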
HSF1 activator: increases HSF-1 driven luciferase reporter signal | activation, % at 9 µM | NIH3T3-HGL HSF-1 luciferase reporter, MG132, 8 h; 100% = twice DMSO control signal | 300,000 compounds, 1.7% hits;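 active means mean replicate activation of at least 50% with a set share of replicates each reaching 50%; inconclusive means only one of those two conditions met; inactive means mean below 50% and too few replicates reaching it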;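 further: 0% = median of the neutral control wells and 100% = twice that signal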
GSK3B inh: inhibitors of human GSK3beta kinase; P49841; GST-GSK3beta kinase, ADP-Glo luminescence, 60 min; stronger effect = lower value; activity score (negative = inhibition), % at 10 µM; 300,000 compounds, 0.038% hits;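 active means more than half of replicate wells score below -50%, meaning over 50% inhibition versus plate controls; inconclusive means some replicates but at most half score below -50%; inactive means no replicate scores below -50%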;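 further: 0% = median DMSO wells and -100% = median GW8510 positive control wells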
Target sequence (P49841 whole entry, looked up): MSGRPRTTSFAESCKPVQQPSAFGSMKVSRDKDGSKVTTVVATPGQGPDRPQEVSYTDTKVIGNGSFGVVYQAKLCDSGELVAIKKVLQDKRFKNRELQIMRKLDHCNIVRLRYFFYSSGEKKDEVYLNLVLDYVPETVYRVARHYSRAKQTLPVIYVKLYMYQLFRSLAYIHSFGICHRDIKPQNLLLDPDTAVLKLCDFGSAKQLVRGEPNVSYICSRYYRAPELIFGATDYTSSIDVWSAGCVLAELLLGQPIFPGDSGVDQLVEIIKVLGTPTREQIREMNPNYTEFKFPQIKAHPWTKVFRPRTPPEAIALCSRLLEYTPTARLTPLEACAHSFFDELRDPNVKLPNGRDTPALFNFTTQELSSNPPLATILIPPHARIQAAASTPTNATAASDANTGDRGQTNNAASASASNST
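test system = GST-tagged human GSK3beta kinase, cell-free | reagent = 25 µM ATP with peptide substrate | dosing = one dose of 10 µM per compound | schedule = 60 min reaction, RT | detection = luminescent ADP-Glo measurement of ADP formed | control set = DMSO neutral wells and GW8510 at 20 µM as positive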
Dyrk1A ADPGlo: inhibitors of rat Dyrk1A kinase. Q63470. ADP-Glo luminescence, NFATc1 peptide. inhibition, % at 12.5 µM. 310,000 compounds, 0.43% hits. AID 504441; in the data active means inhibition above about 50%;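 further: plate controls were vehicle with enzyme for no effect and no enzyme for full effect; many of its hits are not listed in these tables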
Platelet DG rel: platelet dense granule release activity; human platelet-rich plasma, SFLLRN dense granule ATP release, luminescence; inhibition, %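 (compounds screened at 7.5 µM in platelet-rich plasma)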; 300,000 compounds, 0.22% hits;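 active means mean replicate score, as percent of positive control, at or above 50; inconclusive means mean below 50 but at least one replicate at or above 50; inactive means mean and every replicate below 50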
HSP90 inh: HSP90 refolding inhibition in rabbit reticulocyte lysate | AID 1789 | inhibition, % at 5.6 µM | luciferase refolding luminescence, 3 h | 290,000 compounds, 0.91% hits;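 active means inhibition above the screen-wide mean plus 3 SD, computed separately per campaign, cut at about 16% in these data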;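 further: 0% = DMSO wells and 100% = 60 µM geldanamycin wells; inhibitors lower the luminescence because luciferase stays unfolded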
aSyn UTR inh: MLPCN primary screen, SNCA 5' untranslated region; alpha-synuclein 5'UTR reporter, inhibitor activity; inhibition, % (tested at 7.5 µM); 300,000 compounds, 0.82% hits; AID 1813; in the data active means inhibition above about 60%; inconclusive means no clear call, values can overlap the other calls;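 further: H4 neuroglioblastoma cells stably carrying SNCA 5'UTR luciferase fusion; 0% = DMSO wells and 100% = positive control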
HSF1 inh: HSF1 inhibition; activity change, negative = inhibition, % at 7.5 µM (by protocol); NIH3T3-HGL HSE-luciferase, MG132-induced, luminescence 8 h; stronger effect = lower value; 300,000 compounds, 0.77% hits;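 active means more than half of replicate wells show activity change below -50%, luminescence cut by over half; inconclusive means some wells, but at most half, below -50%; inactive means no replicate well below -50%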;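 further: luciferase reports HSF-1 transcriptional activity via heat shock element; 0% = median of DMSO wells and -100% = zero luminescence signal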
KLF5 inh: inhibitors of KLF5 expression. DLD-1 KLF5 promoter-luciferase reporter, luminescence. AID 1700. inhibition, % at 5 µM. 290,000 compounds, 0.23% hits;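 active means inhibition above a per-plate limit of that plate's mean compound inhibition plus 3 SD, cut at about 60% in these data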;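 further: 0% = DMSO wells and 100% = LY294002 at 200 µM; higher means less KLF5 promoter-driven luciferase light; inactives centre near -14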
GSK3 alpha inh: human GSK-3 alpha kinase inhibition; inhibition, % at 10 µM; ADP-Glo luminescence, 60 min; AID 2650; 320,000 compounds, 0.1% hits;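 in the data active means inhibition above about 50%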;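 further: GST-tagged GSK-3 alpha with peptide substrate and 25 µM ATP; 0% = DMSO neutral wells and 100% = GW8510 positive control wells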
Target sequence (P49840 whole entry, looked up): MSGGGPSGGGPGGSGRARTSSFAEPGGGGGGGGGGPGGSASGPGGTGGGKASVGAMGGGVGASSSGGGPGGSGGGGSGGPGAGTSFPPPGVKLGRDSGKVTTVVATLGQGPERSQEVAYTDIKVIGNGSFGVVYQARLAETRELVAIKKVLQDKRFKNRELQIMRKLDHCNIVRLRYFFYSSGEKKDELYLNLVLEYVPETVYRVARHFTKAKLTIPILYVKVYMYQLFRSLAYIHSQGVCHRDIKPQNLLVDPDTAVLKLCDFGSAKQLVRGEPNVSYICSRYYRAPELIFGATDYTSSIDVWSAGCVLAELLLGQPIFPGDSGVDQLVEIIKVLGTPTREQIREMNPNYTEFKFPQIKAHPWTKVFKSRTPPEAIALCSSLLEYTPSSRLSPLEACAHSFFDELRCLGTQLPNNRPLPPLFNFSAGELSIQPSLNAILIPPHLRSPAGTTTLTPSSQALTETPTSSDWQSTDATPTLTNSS
The depositor's hits bear a star; ? = inconclusive; . = not tested or not shown.

SMILES	IEC-6 cytotox	HSF1 activator	GSK3B inh	Dyrk1A ADPGlo	Platelet DG rel	HSP90 inh	aSyn UTR inh	HSF1 inh	KLF5 inh	GSK3 alpha inh
O=C(c1ccc(Cl)cc1)C1CCN(C(=O)C2CC2)CC1	4	5	-1	-2	-5	0	-13	-1	-43	-2
Cc1nc(-c2ccccc2)sc1C(=O)NN	-9	9	-2	-2	-11	-1	-102	-2	-13	0
O=C(Nc1ccc(N2CCN(C(=O)c3ccccc3)CC2)cc1)c1cc([N+](=O)[O-])ccc1N1CCOCC1	-5	3	-3	-1	-10	8	28	-2	-5	-1
COc1ccc(NC(=O)CSc2nnc(-c3ccccc3)n2Cc2ccco2)c(OC)c1	1	1	-2	-3	11	-1	21	6	-14	-1
CC(C)c1nc(SCC(=O)N2CCc3ccccc32)n[nH]1	-5	-1	2	-3	2	1	-31	-1	-6	9
COc1cccc(OC)c1OCCCCN1CCC(Cc2ccccc2)CC1	-2	-7	2	2	-10	1	-17	-5	-25	-5
CC(C)C(CCNC1CCN(C)CC1)c1ccc(Cl)cc1 (stereo unspecified)	36*	0	-3	-1	.	0	-35	-6	-48	2
O=C(NCc1ccccc1)C1Cc2ccccc2CN1C(=O)c1ccco1 (stereo unspecified)	1	8	2	.	6	1	-10	3	4	-1
CC(C)c1nnc(NC(=O)c2cc3ccccc3o2)s1	-3	39	-4	12	-8	2	-135	24	-144	-4
Cc1cc(C)c(NS(=O)(=O)c2ccc(Cl)c(C(=O)O)c2)c(C)c1	-4	-13	6	-4	1	0	30	-1	-18	-7
CN(Cc1nc(Cc2cccc(C(F)(F)F)c2)no1)C1CC(C)(C)NC(C)(C)C1	4	-2	1	-2	-1	-1	-18	5	4	5
O=C(CN1CCN(c2ncc(C(F)(F)F)cc2Cl)CC1)N1CCN(c2ncc(C(F)(F)F)cc2Cl)CC1	4	-4	2	-1	5	1	31	9	-19	10
COc1ccccc1NC(=S)N1CCC(c2nc3ccccc3o2)CC1	3	7	2	0	3	0	6	2	-6	.
O=C(CCN1CCCO1)N1CCCC(N2CCN(c3ccccc3F)CC2)C1 (stereo unspecified)	6	-26	-2	-1	1	1	-13	-4	-8	-3
Cc1cc2oc(=O)cc(CNc3ccccc3F)c2cc1O	6	-16	1	4	6	1	43	-11	2	0
Nc1ccc2oc3ccc(N)cc3c(=O)c2c1	-4	10	0	-7	0	0	-103	-4	-79	0
Nc1c(-c2ccccc2)cnc2ncnn12	-2	-5	0	4	3	3	-18	-3	-13	0
O=c1nc(-c2ccccc2)n(-c2ccccc2)[nH]1	-9	-9	3	-1	0	3	8	-3	-20	4
COc1ccc(S(=O)(=O)N(CC(=O)NCC2CCCO2)c2ccc(Cl)cc2)cc1 (stereo unspecified)	-3	-4	2	3	-12	3	-4	-8	-2	-1
C=CCN(CC=C)C(=O)c1ccc(OC2CCN(Cc3ccccn3)CC2)cc1	-2	-4	1	-6	-6	-4	4	2	-61	0

Compound profiles, from the list above. Order of screens: IEC-6 cytotox | HSF1 activator | GSK3B inh | Dyrk1A ADPGlo | Platelet DG rel | HSP90 inh | aSyn UTR inh | HSF1 inh | KLF5 inh | GSK3 alpha inh
O=C(Nc1ccc(N2CCN(C(=O)c3ccccc3)CC2)cc1)c1cc([N+](=O)[O-])ccc1N1CCOCC1 as listed: -5 | 3 | -3 | -1 | -10 | 8 | 28 | -2 | -5 | -1
CC(C)c1nnc(NC(=O)c2cc3ccccc3o2)s1 as listed: -3 | 39 | -4 | 12 | -8 | 2 | -135 | 24 | -144 | -4

Quoted at random: five records from the list.
SMILES	IEC-6 cytotox	HSF1 activator	GSK3B inh	Dyrk1A ADPGlo	Platelet DG rel	HSP90 inh	aSyn UTR inh	HSF1 inh	KLF5 inh	GSK3 alpha inh
CC(C)c1nc(SCC(=O)N2CCc3ccccc32)n[nH]1	-5	-1	2	-3	2	1	-31	-1	-6	9
C=CCN(CC=C)C(=O)c1ccc(OC2CCN(Cc3ccccn3)CC2)cc1	-2	-4	1	-6	-6	-4	4	2	-61	0
COc1ccc(NC(=O)CSc2nnc(-c3ccccc3)n2Cc2ccco2)c(OC)c1	1	1	-2	-3	11	-1	21	6	-14	-1
O=C(NCc1ccccc1)C1Cc2ccccc2CN1C(=O)c1ccco1 (stereo unspecified)	1	8	2	.	6	1	-10	3	4	-1
Cc1cc2oc(=O)cc(CNc3ccccc3F)c2cc1O	6	-16	1	4	6	1	43	-11	2	0

Next compounds:
SMILES	IEC-6 cytotox	HSF1 activator	GSK3B inh	Dyrk1A ADPGlo	Platelet DG rel	HSP90 inh	aSyn UTR inh	HSF1 inh	KLF5 inh	GSK3 alpha inh
OCCNCC(O)CN1c2ccccc2Sc2ccccc21 (stereo unspecified)	-7	-3	1	3	6	-5	1	-8	-28	2
Cc1c(NC(=O)CSc2nnc(Nc3ccccc3)s2)c(=O)n(-c2ccccc2)n1C	0	-27	1	0	6	-2	8	-15	3	-1
Cn1nc(N)c2c(-c3ccccc3)c(C#N)c(N)nc21	4	-75	0	1	-26	-2	7	-69*	2	-1
Cc1cc(C(=O)N/N=C/c2ccc(N(C)C)cc2)c2ccccc2n1	22	20	2	0	-4	4	-23	2	22	0
CCn1c(=O)c(C(=O)CC#N)c(N)n(Cc2ccccc2)c1=O	-2	13	-1	-3	-5	1	31	3	0	1
O=C(C1CCCCC1)N1CCCn2c1nc1ccccc12	0	20	0	11	0	-1	14	-2	-55	1
CC(=O)c1cccc(N(C(=O)Cn2nnc3ccccc32)C(C(=O)NC2CCCCC2)c2cn(C)nc2C)c1 (stereo unspecified)	7	8	0	-2	9	1	9	-5	-8	-2
CCO[C@@H]1OC(C(=O)NC2CC2)=C[C@H](C2CC2)[C@H]1CCCO	.	-1	4	8	5	.	10	5	.	0
O=C(CN1CCc2ccccc21)NCc1ccccc1Cl	-4	8	0	2	3	2	-52	2	-12	-1
CC(c1ccccn1)N(CCN(C)C)C(=S)Nc1ccccc1F (stereo unspecified)	-1	-2	-1	-2	8	1	-7	0	6	3
CCn1ccnc1CN1CCN(CC(C)C)C(CCO)C1 (stereo unspecified)	4	-6	-2	0	19	2	36	-6	-16	-1
CC(=O)Nc1ccc(OC(=O)c2ccc(Cl)cc2)cc1	-6	-7	-2	8	-8	-3	16	-6	7	-2
Cc1nc(-c2ccccc2)sc1C(=O)Nc1ccccc1F	-2	12	0	-5	-2	-3	-66	15	-11	-3
COC(=O)CN(CCc1ccccc1)S(=O)(=O)c1ccc(OC)c(OC)c1	-2	-2	-1	-6	1	-4	14	0	-16	0
Fc1cccc(CSc2nc3ncccc3[nH]2)c1	2	31	0	7	-2	-2	-46	10	-44	0
Cc1ccc(S(=O)(=O)c2nc(C)c3c(n2)CCC3)cc1	-4	-7	0	3	8	15	1	-2	10	-1
CN1C(=O)/C(=C/c2cn(CC(=O)N3CCCCC3)c3ccccc23)NC1=S	-1	.	5	2	.	8	.	.	-22	.
Fc1ccc(-c2ccnc3nc(-n4cccc4)nn23)cc1	12	0	0	-2	-4	-1	48	-11	-8	0
NNC(=O)c1ccc(O)cc1O	0	-91	-16	18	?	1	-2	-88*	-53	12
CCOC(=O)CC1Sc2ccccc2NC1=S (stereo unspecified)	4	-4	0	.	-2	3	23	1	-6	3

Looked up above:
Under Platelet DG rel, CCO[C@@H]1OC(C(=O)NC2CC2)=C[C@H](C2CC2)[C@H]1CCCO has the entry 5
Under aSyn UTR inh, NNC(=O)c1ccc(O)cc1O has the entry -2

Additional records follow.
SMILES	IEC-6 cytotox	HSF1 activator	GSK3B inh	Dyrk1A ADPGlo	Platelet DG rel	HSP90 inh	aSyn UTR inh	HSF1 inh	KLF5 inh	GSK3 alpha inh
O=C1C(=O)N(CCN2CCOCC2)C(c2cccc(Cl)c2)/C1=C(\O)c1ccc2c(c1)OCCO2 (stereo unspecified)	-8	5	-2	5	5	0	-21	-1	-35	-2
Cc1ccc(NC(=O)COc2ccc(C(=O)c3ccccc3)cc2)c(O)c1	-5	11	0	7	-4	1	6	4	-29	-2
CC(C)[C@@H](N)C(=O)N/N=C/c1ccc2nccnc2c1	-2	5	-1	.	-20	-7	-7	-1	-4	1
O=Cc1ccc(-c2ccccc2C(=O)O)o1	-3	1	3	-1	1	-2	3	-3	20	-3
C=CCOc1ccc(C2/C(=C(\O)c3ccc(F)cc3)C(=O)C(=O)N2CCCN(C)C)cc1 (stereo unspecified)	-2	24	-1	-5	-9	1	-24	3	-11	1
Cc1c(C#N)c(NC(=O)C(C)C)n(Cc2ccccc2)c1C	-8	7	0	11	12	-5	12	0	-10	-2
CCc1c(C(=O)Nc2ncn(Cc3cccc(C)c3)n2)csc1C	-2	7	4	2	19	0	-1	3	-21	-2
CCOc1ccccc1NS(=O)(=O)c1cccs1	3	15	1	2	1	-4	-11	-1	-7	-2
COCCNC(=S)N/N=C(\C)c1ccccc1O	85*	7	6	6	11	-4	-161	-10	40	-1
COc1cccc2c(O)cc(=O)n(C)c12	-1	2	-3	27	-6	1	-2	-9	-3	-1

Screening results: PubChem BioAssay, several laboratories

An excerpt; count on the stated rates, not on these rows.
